# CaV13 FRET inh = Disruptors of the CACNA1D IQ motif to Ca2+-dependent inactivation inhibitor domain association, primary screening, Förster resonance energy transfer in intact living …; inhibition, % at 12.3 µM; HEK cells, CFP/YFP FRET ICDI-IQ, plate reader, 10 min; percent FRET-ratio fall versus neutral wells; AID 743397; actives 0.098% (n = 340,000);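 active means mean replicate inhibition of at least 30% and at least 1% of replicates passing that level; inconclusive means only one of the two criteria is met; inactive means neither criterion is met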;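 further: 0% = median of the neutral control wells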
# HTR2A ag = activates the mouse 5-HT2A serotonin receptor. activation, % at 7.6 µM. AID 624169. P35363. CHO-K1 mHTR2A beta-arrestin complementation, luminescence; percent of 30 µM serotonin response. actives 0.66% (n = 360,000);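 active means activation above a run cutoff, the mean activation of all tested compounds plus 3 SD, cut at about 14% in these data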;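 further: 0% = plate median of compound wells and 100% = 30 µM serotonin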
# Target sequence (P35363 whole entry, looked up): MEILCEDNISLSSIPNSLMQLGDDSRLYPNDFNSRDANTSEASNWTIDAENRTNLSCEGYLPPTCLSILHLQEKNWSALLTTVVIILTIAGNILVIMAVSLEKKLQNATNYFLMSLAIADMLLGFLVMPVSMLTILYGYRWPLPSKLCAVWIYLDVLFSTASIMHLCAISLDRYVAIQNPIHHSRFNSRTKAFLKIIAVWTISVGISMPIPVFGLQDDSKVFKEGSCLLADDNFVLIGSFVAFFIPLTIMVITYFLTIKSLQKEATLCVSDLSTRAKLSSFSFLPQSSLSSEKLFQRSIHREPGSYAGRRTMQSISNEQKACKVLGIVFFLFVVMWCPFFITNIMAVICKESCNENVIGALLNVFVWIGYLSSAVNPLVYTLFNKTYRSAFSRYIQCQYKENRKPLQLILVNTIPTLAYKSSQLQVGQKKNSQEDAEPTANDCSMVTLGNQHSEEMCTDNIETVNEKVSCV
# Peg3 promoter = reduces Peg3 promoter-driven luciferase expression in HeLa | actives 1.7% (n = 360,000) | HeLa PEG-Prom luciferase reporter, luminescence, overnight | inhibition, % at 20 µM | AID 588405;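 active means inhibition of at least 50% at 20 µM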
# HIF-2a inh = inhibitors of HIF-2a. 786-0 RCC cells HIF-2a reporter, luciferase luminescence, overnight. inhibition, % at 18.8 µM. actives 0.72% (n = 360,000);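 active means inhibition of the luminescence signal of 40% or more relative to plate controls, in a single-dose primary screen at 18.75 µM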
# TRPM1 prom inh = MITF TRPM1 promoter inhibition in SK-MEL-5 cells | SK-MEL-5 TRPM1 promoter luciferase, 24 h | inhibition, % at 12.5 µM | actives 0.83% (n = 330,000) | AID 488899;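 active means mean inhibition across replicates of 60% or more, whatever share of single replicates reaches that level; inconclusive means some that reach 60%, reason not given; inactive means mean inhibition across replicates below 60%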; further: values of inactives mirror those of a sister screen read the other way
# iPSC survival up = hiPSC single-cell survival enhancement | ATPlite luminescence; 100% = ROCK inhibitor wells, 0% = DMSO | survival enhancement, % at 20 µM | AID 602274 | actives 0.044% (n = 360,000); in the data active means survival enhancement above about 18%;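 further: cells exposed to compounds for 16 hours before the ATP read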
# H9c2 protect = protects H9c2 cardiomyocytes from peroxide injury. H2O2 injury protection, ATPLite, 2 h. protection from H2O2 cell death, % at 20 µM. actives 0.63% (n = 360,000);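 active means compounds giving at least 50% protection of heart cells from peroxide-induced death in the single-dose screen, raw or plate-pattern-corrected value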;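 further: 0% = DMSO wells with peroxide and 100% = DMSO wells without peroxide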
# NR2E3 ag-1 = agonists of human NR2E3 nuclear receptor; CHO-S Gal4-NCOR/VP16-NR2E3 two-hybrid, luciferase; AID 602229; Q9Y5X4; actives 0.35% (n = 360,000); inhibition of corepressor binding, % at 3.98 µM;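 active means inhibition above the mean of all tested compounds plus 3 SD, cut at about 70% in these data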;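 further: 0% = DMSO with NR2E3 transfected cells and 100% = cells lacking NR2E3 construct; higher means lower luciferase signal from less NR2E3 corepressor binding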
# Target sequence (Q9Y5X4 whole entry, looked up, the tested form may be a part): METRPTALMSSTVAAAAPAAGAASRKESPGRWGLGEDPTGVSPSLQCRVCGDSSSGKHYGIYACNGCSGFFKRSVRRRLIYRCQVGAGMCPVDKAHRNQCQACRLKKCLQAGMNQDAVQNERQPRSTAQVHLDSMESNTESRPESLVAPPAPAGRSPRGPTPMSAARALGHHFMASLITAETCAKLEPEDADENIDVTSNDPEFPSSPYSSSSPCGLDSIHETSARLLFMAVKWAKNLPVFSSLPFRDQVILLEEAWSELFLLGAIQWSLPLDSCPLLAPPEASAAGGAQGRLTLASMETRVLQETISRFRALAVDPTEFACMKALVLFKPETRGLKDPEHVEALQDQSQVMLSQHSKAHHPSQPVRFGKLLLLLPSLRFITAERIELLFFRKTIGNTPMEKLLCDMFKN
# Shn3 3UTR inh = reduces Shn3 3'UTR luciferase signal in osteoblasts; inhibition, % at 12.5 µM; actives 0.52% (n = 360,000); Clone20 osteoblast Shn3 3'UTR firefly luciferase, 24 h;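 active means mean inhibition of at least 75% with every replicate also reaching 75%; inconclusive means mean inhibition at least 75% but some replicate below; inactive means mean inhibition below 75%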;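 further: 0% = median of neutral control wells and 100% = pilot-screen positive control compound; some compounds past the cut are filed as inactive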
# NR2E3 ag-2 = NR2E3 (human) agonism; Q9Y5X4; GST-NR2E3/biotin-RetCOR TR-FRET, 1536-well; inhibition of corepressor binding, % at 4.78 µM; actives 0.12% (n = 320,000); AID 2300;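 active means percent inhibition above the cutoff of mean plus 3 SD of all tested compounds, set per screening campaign, cut at about 20% in these data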;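 further: 0% = DMSO wells and 100% = biotin wells as full block of FRET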
#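 Material – GST-tagged NR2E3 plus biotinylated RetCOR corepressor · Quantity – NR2E3 fusion 1.35 nM · Times – 5 h incubation at 4 °C · Medium – pH 7.5 Tris-based buffer · Technique – TR-FRET, Eu(K)-anti-GST donor, streptavidin-D2 acceptor, ex 340, em 617/671 nm · Benchmarks – high control biotin, low control 0.6% DMSO · Format – 1536-well plates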
# PDI turbidity = blocks human protein disulfide isomerase activity; PDI insulin aggregation turbidity, A650, 90 min; actives 0.052% (n = 350,000); P07237; inhibition, % at 10 µM;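 active means mean inhibition across replicates of 30% or more, whatever share of single replicates reach that level; inconclusive means mean inhibition below 30% while every single replicate reaches 30%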;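 further: absorbance from insulin aggregation driven by PDI reduction with DTT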
# An asterisk follows results filed as active; ? = inconclusive; · = no result given.
# Start of the listing, in advance, 2 compounds:
Structure	CaV13 FRET inh	HTR2A ag	Peg3 promoter	HIF-2a inh	TRPM1 prom inh	iPSC survival up	H9c2 protect	NR2E3 ag-1	Shn3 3UTR inh	NR2E3 ag-2	PDI turbidity
CNC(=O)c1sc(-c2cccnc2)nc1C	-4.4	1.6	-2.3	1.3	3.1	1.7	-7.1	-1.0	-2.6	-3.4	-3.9
CCOC(=O)C1CCCN(c2nc3ccccc3nc2NS(=O)(=O)c2ccc(C)cc2)C1 (stereo unspecified)	-6.0	11.5	26.7	5.6	0.4	-0.5	-7.0	-0.1	3.7	0.0	-2.6

# This part in full (from the top)
Structure	CaV13 FRET inh	HTR2A ag	Peg3 promoter	HIF-2a inh	TRPM1 prom inh	iPSC survival up	H9c2 protect	NR2E3 ag-1	Shn3 3UTR inh	NR2E3 ag-2	PDI turbidity
CNC(=O)c1sc(-c2cccnc2)nc1C	-4.4	1.6	-2.3	1.3	3.1	1.7	-7.1	-1.0	-2.6	-3.4	-3.9
CCOC(=O)C1CCCN(c2nc3ccccc3nc2NS(=O)(=O)c2ccc(C)cc2)C1 (stereo unspecified)	-6.0	11.5	26.7	5.6	0.4	-0.5	-7.0	-0.1	3.7	0.0	-2.6
Cc1[nH]n(-c2ccccc2)c(=O)c1/C=N/N1C(=O)c2cccc3cccc(c23)C1=O	8.8	-0.8	15.2	22.6	12.5	-1.9	40.0	-22.0	9.5	-0.2	0.4
COc1ccc(/C=C/c2nc(C#N)c(NCCN(C)C)o2)cc1OC	-19.6	0.3	6.9	4.5	-12.2	-0.2	3.5	-14.7	-4.7	-4.5	7.0
O=C(Nc1ccccc1[N+](=O)[O-])C1C(c2ccccc2)=C1c1ccccc1	·	2.6	2.9	7.1	-2.9	1.5	-8.4	-2.7	7.9	-0.5	-5.6
O=C(NCCOC(=O)c1ccc(S(=O)(=O)N2CCOCC2)cc1)c1cccnc1	-6.7	1.4	5.3	8.4	18.8	4.3	-3.7	-11.5	22.4	-0.9	-2.8
CCCN(CC(=O)Nc1ccccc1C)C(=O)c1cc(C)oc1C	-5.7	4.0	-1.5	4.9	-2.6	-0.3	3.3	12.1	-6.3	0.8	-0.7
CC(=O)NC12CC3CC(C1)CC(C(=O)OCC(=O)c1ccc4c(c1)OCCO4)(C3)C2	-0.2	-1.6	-97.6	-204.9	-13.7	-0.8	-27.2	-57.0	-52.9	-0.7	1.2
Oc1ccc(C=NN=C2c3ccccc3-c3ccccc32)c(O)c1	-6.2	-0.3	4.0	-91.1	-0.2	1.3	-20.1	-2.0	21.6	·	-7.6
Cc1occc1C(=O)Nc1cccc(/C=C/C(=O)O)c1	-4.2	-2.1	-0.1	14.1	-7.9	-1.2	-0.4	-15.1	-3.1	2.0	0.7
CCCCN(C(=O)CNC(=O)c1cccs1)C(C(=O)NC1CCCCC1)c1cccnc1 (stereo unspecified)	-4.6	2.6	20.8	17.9	2.4	0.8	-0.2	-27.1	6.8	-1.7	4.2
O=C(C(c1ccccc1)c1ccccc1)N1CCN(Cc2ccccn2)CC1	·	-0.3	11.9	4.9	17.3	-0.8	17.3	-2.3	1.3	2.7	2.2
Cc1ccc(CNC(=O)C(CCC(N)=O)NC(=O)OCc2ccccc2)cc1 (stereo unspecified)	-5.8	-8.8	11.3	13.0	-7.2	-1.3	6.1	-7.6	1.3	-2.6	22.7
O=C1[C@@H](Oc2ccccc2)[C@@H](c2ccccc2)N1c1cccnc1	-3.2	-1.6	4.7	15.0	16.1	-1.7	10.2	-39.8	4.9	·	10.8
COc1ccccc1N1CCN(c2cc(=O)n(Cc3ccc(F)cc3)c(=O)[nH]2)CC1	-3.2	1.8	28.3	-2.0	16.8	0.3	14.3	-13.0	-4.5	-0.1	·
CCc1ccccc1NC(=O)CN1CCN(C(=O)CN2C(=O)NC3(CCCC3)C2=O)CC1	-6.0	1.4	13.4	5.7	·	0.2	0.8	-10.3	3.7	2.3	-8.1
Cc1cccnc1NC(=O)Cn1nc(-c2ccccc2)oc1=S	-8.5	2.6	-135.4	-114.7	-27.3	0.0	-4.6	-70.6	-35.1	0.4	-6.7
CCCCn1c(N)c(N(CCOC)C(=O)c2ccc(N3C(=O)c4ccccc4C3=O)cc2)c(=O)[nH]c1=O	-3.2	-2.3	6.4	0.9	2.4	-0.1	1.7	0.1	-15.4	·	-10.2
O=c1[nH]c(=S)[nH]c2c1C(c1ccc(F)cc1)OC(C1CCCCC1)C2 (stereo unspecified)	-4.5	1.7	2.1	15.6	·	-2.3	-4.4	0.1	2.5	·	·
CN(C)CCC(=O)C(Cc1ccccc1)c1ccccc1 (stereo unspecified)	-4.2	-7.4	88.6*	14.3	-1.6	0.0	-11.0	24.4	3.3	1.6	-4.8
C/C(CC(=O)NCc1ccco1)=N\NC(=O)COc1ccc(C)cc1	-4.9	-1.3	7.7	9.3	-4.4	0.0	5.2	-5.8	16.4	-1.4	11.4
CCOC(=O)C1C(CC)NC(=S)NC1(C)O (stereo unspecified)	-6.4	2.4	4.0	11.9	3.2	-0.2	13.0	6.4	-12.4	1.9	12.9
Cc1ccc(OC(=O)CCC(=O)Oc2ccc(C)cc2C)c(C)c1	-9.6	4.6	6.6	-10.2	-6.1	0.7	-6.6	-16.0	?	·	-1.9
C=CCNC(=S)N/N=C/c1cn(C)c2ccccc12	-19.4	-2.8	-24.1	-32.5	·	0.2	-0.1	-4.9	·	2.2	-2.6
CC(O)(c1cccc(F)c1)c1nc(-c2csc3ccccc23)cs1 (stereo unspecified)	-6.9	-4.2	9.1	-2.9	·	1.0	-5.2	-22.5	-21.6	·	1.2
C=CCn1c(CSCc2ccccc2)nnc1SCC(=O)NCc1ccccc1	-4.3	0.1	16.3	10.8	3.6	-0.4	-1.4	-10.4	1.0	2.1	3.5
N=c1c(S(=O)(=O)c2ccccc2)cc2c(=O)n3ccccc3nc2n1Cc1ccco1	·	-3.7	30.3	17.6	2.4	-2.9	-4.3	-18.6	5.8	3.7	9.8
COc1ccc(C(=O)N/N=C/c2cc3ccccc3[nH]c2=O)cc1	-1.9	0.0	-1.1	6.3	1.0	-0.3	44.0	-8.7	0.9	-3.7	3.8
Cc1cc(NC(=O)CC2Oc3ccccc3NC2=O)ccc1Br (stereo unspecified)	-3.2	3.2	16.2	-25.2	13.8	0.1	-9.8	-19.5	0.6	1.0	0.7
CC(C)c1nnc(SCC(=O)NCc2ccco2)n1C	-4.8	1.5	5.1	16.3	11.7	-1.3	16.4	8.2	5.7	0.0	2.6
CCOc1ccc(OCC)c(NC(=O)C2CCCN(S(=O)(=O)c3c(C)noc3C)C2)c1 (stereo unspecified)	-4.3	-0.4	18.1	12.2	-0.4	-0.4	-17.0	-7.6	14.8	0.2	-7.5
COCCCNC(=O)C1CCCN(S(C)(=O)=O)C1 (stereo unspecified)	-2.6	-0.3	0.7	19.0	-7.2	-1.4	-1.1	0.9	11.7	-3.1	10.6
O=C(Cc1ccccc1)NC(=S)Nc1ccc(OC(F)F)cc1	3.1	-4.4	-30.5	-56.6	-4.3	-0.6	-7.1	-15.3	5.7	3.3	0.8
CCOC(=O)C1(Cc2ccc(OC)cc2)CCN(C(=O)c2csc(C)n2)CC1	-11.3	-1.5	-18.8	-29.9	-4.5	1.7	-1.1	-31.8	-7.7	0.3	3.4
O=C(O)COc1ccccc1/C=C1\SC(=Nc2ccc(F)cc2)N(c2ccc(F)cc2)C1=O	5.7	-2.1	5.2	17.2	3.1	-0.6	-1.1	1.0	-13.7	-0.6	-3.1
CCc1cc(SC#N)cc(C)c1N	-3.1	-4.3	13.0	63.3*	12.0	-0.1	-5.2	22.8	-6.2	0.5	-0.8
O=C(O)c1cccc(S(=O)(=O)N2CC=C(c3ccccc3)CC2)c1	-5.5	-3.6	-14.7	3.3	9.1	-0.4	-3.0	-14.1	-11.4	5.1	8.0
COCCNC(=O)CSc1ncnc2sccc12	·	-2.4	-11.9	12.1	-3.8	-1.6	-1.9	-18.8	24.1	-1.1	9.0
CCN(CC(=O)Nc1ccc(Cl)c(S(=O)(=O)N(C)C)c1)CC(=O)NC(C)C	-6.7	-1.3	1.2	2.0	6.9	0.3	7.7	-5.8	-14.1	0.1	-5.3
Cc1ccc(C)c(NC(=O)CN(C)C(=O)C2=NNC(=O)CC2)c1	-6.4	3.6	-4.1	4.1	-3.7	-0.1	-4.8	-14.8	-4.5	·	-0.3
CC1(C)CN(C2CCCCC2)C(=O)[C@H]1CC(=O)Nc1ccc(Br)cc1	-5.4	-1.5	23.1	0.4	·	-1.5	-13.6	-5.6	7.1	·	-3.9
CCN(CC(=O)Nc1ccccc1OC)C(=O)c1cc(S(=O)(=O)N2CCCCCC2)ccc1OC	-1.5	2.1	9.5	19.0	9.0	0.0	-4.8	-3.4	9.9	1.5	5.5
CCOC(=O)c1sc(N/N=C/c2ccc(N(C)C)cc2)nc1C	-19.6	4.2	-47.0	-53.6	-9.3	-0.5	-8.0	-21.3	-13.9	-2.8	1.3
O=[N+]([O-])c1ccc(N/N=C2/CCCCC2c2ccccn2)c([N+](=O)[O-])c1 (stereo unspecified)	-5.6	1.8	14.4	-0.6	24.2	2.5	-15.5	12.4	-29.1	-0.5	6.1
CCN(c1ccccc1)S(=O)(=O)c1cccc(C(=O)NCc2ccccn2)c1	-5.4	4.3	8.5	12.7	-11.8	-0.4	-3.1	11.8	-26.4	-1.7	1.5
Cc1c(C(=O)NC(C)c2ccccc2)c(-c2ccccc2)nn1-c1ccccc1 (stereo unspecified)	-4.3	-1.9	18.5	13.5	7.4	1.2	11.7	24.9	-9.1	-4.5	-10.0
CCOc1ccccc1C(=O)NCC(=O)NC(C)c1ccc(-n2ccnc2)cc1 (stereo unspecified)	-6.5	2.7	-3.2	-3.5	-0.7	0.0	1.0	-11.4	-4.8	0.7	0.2
Cc1ccc(C)c(S(=O)(=O)N2CCCOC2CNC(=O)C(=O)NCCc2ccco2)c1 (stereo unspecified)	·	-0.7	15.0	12.3	-9.3	-0.4	1.5	-56.3	9.7	1.1	-12.8
O=S(=O)(Nc1cccc(-c2nnco2)c1)c1ccc(Cl)cc1	-4.5	-1.1	9.8	18.6	-4.2	0.5	2.7	-17.1	29.9	-4.5	1.1
CCCN(Cc1cc2cccc(C)c2[nH]c1=O)C(=O)c1cccc(OC)c1	·	-2.8	9.4	-11.0	-1.3	-1.4	-2.6	11.2	13.9	2.7	11.1
